PAX8 inh HTS – lowers PAX8-driven luciferase in RMG-I cells | actives 1.2% (n = 360,000) | AID 652154 | RMG-I TPO-luciferase reporter, SteadyGlo, 24 h | inhibition, % at 12.6 µM;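 active means mean replicate inhibition at least 60% with every replicate also reaching 60%; inconclusive means only one of the two criteria is met; inactive means mean below 60% and not all replicates reaching 60%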;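 further: luciferase light reporting Pax8 driven TPO promoter activity; plate controls were median of neutral control wells for no effect and mitoxantrone controls for full effect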
ARNT-TACC3 inh – disrupts binding between human ARNT and TACC3 | actives 0.66% (n = 390,000) | inhibition, % at 9.99 µM | AlphaScreen His-ARNT PAS-B/GST-TACC3 binding, luminescence; TACC3 fragment carries E629A point mutation | Q9Y6A5;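 active means mean inhibition of replicates at least 50% and at least half of replicates each reaching 50%; inconclusive means half or more replicates reach 50% but mean below 50%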;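 further: 0% = complete ARNT plus TACC3 wells and 100% = ARNT alone without TACC3; many hits fall short of the cut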
DENV2 CPE rescue – protects cells from dengue virus 2 cytopathic effect; CPE inhibition, % at 9.99 µM; DENV2-infected cells, cytopathic effect rescue, plate reader; actives 1.7% (n = 350,000); in the data active means CPE inhibition above about 20%, passing the limit was not always enough; inconclusive means no clear call, values can overlap the other calls; tested in BHK-21 cells;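 further: 0% = median of neutral control wells and 100% = median of positive control wells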
CASP6 VEID inh – inhibitors of human caspase-6; purified caspase-6, Z-VEID-R110 cleavage fluorescence; P55212; actives 0.53% (n = 350,000); inhibition, % at 12.5 µM;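 active means mean inhibition across replicates at least about 35%, with every replicate also reaching that limit, limit read from the data; inconclusive means only one of the two criteria met; inactive means neither criterion met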;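 further: 0% = median of neutral control wells and 100% = no fluorescence left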
Target sequence (P55212 24-179 limits assumed): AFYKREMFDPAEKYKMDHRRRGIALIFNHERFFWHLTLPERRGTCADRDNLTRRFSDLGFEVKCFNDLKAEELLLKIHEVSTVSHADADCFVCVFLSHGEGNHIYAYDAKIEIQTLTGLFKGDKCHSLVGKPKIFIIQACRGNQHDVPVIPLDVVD
Target sequence (P55212 194-293 limits assumed): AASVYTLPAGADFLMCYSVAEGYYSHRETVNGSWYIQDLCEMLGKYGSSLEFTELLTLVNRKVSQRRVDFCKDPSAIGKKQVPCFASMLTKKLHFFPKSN
LGR2 antag – inhibitors of bursicon-induced Drosophila LGR2 receptor cAMP signaling. HEK293 LGR2, CRE-luciferase, bursicon-stimulated, 4 h. inhibition, % at 9.99 µM. actives 0.35% (n = 380,000). AID 720647;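 active means drop in luminescence signal, shown as inhibition above about 50% in the replicate tests, limit read from the data, passing the limit was not always enough; inconclusive means probably only some replicates passing the limit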;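 further: agonist challenge used bursicon conditioned medium at about half maximal strength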
EWS-Fli block – blocks EWS/Fli oncoprotein-driven transcription; inhibition, % at 12.6 µM; actives 0.67% (n = 350,000); A673 NR0B1-luciferase reporter, viability-normalised; AID 651661;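 active means mean inhibition of at least 50% after viability correction, with every replicate also passing that limit; inconclusive means mean reaches 50% but only one of two replicates passes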;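 further: firefly luciferase signal divided by Alamar Blue viability fluorescence both relative to DMSO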
SIRT5 block – inhibitors of human sirtuin-5 desuccinylase; Q9NXA8; Purified SirT5, succinyl-peptide AMC, trypsin-coupled fluorescence; inhibition, % at 15 µM; actives 1.1% (n = 330,000); AID 652115; in the data active means inhibition above about 15%; inconclusive means no clear call, values can overlap the other calls
Target sequence (Q9NXA8 whole entry, looked up): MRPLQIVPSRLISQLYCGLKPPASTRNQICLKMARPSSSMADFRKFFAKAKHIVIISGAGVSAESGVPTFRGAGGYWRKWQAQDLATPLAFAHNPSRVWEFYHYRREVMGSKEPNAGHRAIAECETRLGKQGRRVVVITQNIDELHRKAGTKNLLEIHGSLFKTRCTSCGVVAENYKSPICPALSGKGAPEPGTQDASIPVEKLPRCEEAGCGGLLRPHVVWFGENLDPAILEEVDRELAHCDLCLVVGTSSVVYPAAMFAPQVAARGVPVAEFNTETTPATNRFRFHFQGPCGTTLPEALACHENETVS
Starred values were filed as active, the others as inactive; ? = inconclusive; . = no result given.

SMILES	CASP6 VEID inh	LGR2 antag	PAX8 inh HTS	EWS-Fli block	DENV2 CPE rescue	SIRT5 block	ARNT-TACC3 inh
CN1CCN(CCCNC(=O)c2ccc(NC(=O)C3=CSCCO3)cc2)CC1	-16	-12	-4	.	-7	0	-3
O=S(=O)(c1ccccc1)N1CC[C@@H]2[C@H]1c1cc(C#Cc3cccc(F)c3)ccc1N[C@@H]2CO	.	29	14	-10	-9	1	-10
COc1ccccc1CCn1cnc(-c2ccccc2)c1CC(C)C	-6	52*	15	26	12	.	.
O=C(O)C1Cc2[nH]cnc2C(c2ccc(F)cc2)N1 (stereo not given)	-3	.	-15	-7	-1	-1	.
CS(=O)(=O)c1ccc(CNC(=O)C2(C(F)(F)F)C/C(=C\Cc3ccccc3)CCCO2)cc1 (stereo not given)	5	.	-4	7	9	-4	.
COCC#Cc1cnc2c(c1)C(=O)N([C@@H](C)CO)C[C@@H](C)[C@@H](CN(C)S(=O)(=O)c1ccccc1)O2	-1	19	.	-13	?	-4	7
C[C@H]1CN([C@@H](C)CO)S(=O)(=O)c2ccc(C#Cc3ccccc3)cc2O[C@@H]1CN(C)S(C)(=O)=O	1	-18	17	14	-4	1	1
CC1CC(=O)Nc2ccccc2N1C(=O)COc1ccc2ccccc2c1 (stereo not given)	2	18	.	8	1	0	11
NS(=O)(=O)c1ccc(CCNC(=O)CN2CCN(c3ccc(F)cc3)CC2)cc1	.	4	16	.	.	.	-5
FC(F)(F)c1cc(CCN2C(=S)NC[C@@H]2CC2CCCCC2)cc(C(F)(F)F)c1	2	15	3	8	-6	.	-28
CCOC(=O)C(Cc1ccc(NC(C)=O)cc1)N1C(=O)c2ccccc2C1=O (stereo not given)	0	10	-26	-8	-8	-1	-2
COc1ccccc1C(=O)Nc1ccc2c(c1)C(=O)N(C)C[C@@H](OC)[C@@H](C)CN[C@@H](C)CO2	-1	4	7	0	11	-3	-3
Cc1ccc(NC(=O)CN2CCc3cc4c(cc3C2C)OCCCO4)cc1C (stereo not given)	4	-2	20	7	2	-2	3
O=C(NC1CCCCC1)C(C1CC1)n1c(=O)c(-c2ccco2)nc2ccccc21 (stereo not given)	12	-6	4	2	3	-3	.
C[C@H]1CN([C@@H](C)CO)C(=O)c2cc(N(C)C)ccc2O[C@@H]1CN(C)C(=O)Nc1ccc(C(F)(F)F)cc1	0	-10	12	11	-2	-5	-2
CCCCN1C(C(=O)Nc2ncccn2)=C(O)c2ccccc2S1(=O)=O	-1	10	3	-12	3	-4	18
Cc1ccc(C(O)c2ncc(-c3ccccc3C)[nH]2)cc1F (stereo not given)	0	-19	0	-15	7	3	.
CCCCNC(=O)CSc1nc2ccc(N3CCOCC3)cc2c(=O)n1CCc1ccccc1	.	0	4	.	.	.	-6
O=C(c1cccc(NS(=O)(=O)c2ccc(F)cc2)c1)N1CCN(c2ccccc2)CC1	5	-3	-2	-2	-5	-2	9
Cn1c(=O)c2c(ncn2CCOC(=O)C(C)(C)Oc2ccc(Cl)cc2)n(C)c1=O	2	16	8	0	0	-3	.
O=C(CNc1cc(S(=O)(=O)N2CCOCC2)ccc1NCC1CCCO1)Nc1ccc(F)c(F)c1 (stereo not given)	3	-15	13	.	-4	0	5
Cc1ccccc1NC(=O)c1ccc(F)c(S(=O)(=O)NCC2CCCO2)c1 (stereo not given)	1	9	-11	.	8	-1	-5
CCNc1nc(NCC)n2c(SCC(=O)c3ccccc3Cl)nnc2n1	8	14	24	1	3	4	-2
COc1ccc(C(=O)NCc2nnc(SCC(=O)N3CCOCC3)o2)cc1OC	12	16	-4	-2	-1	-3	3
CC(=O)c1ccc(NC(=O)C(Cc2ccccc2)n2cccc2)cc1 (stereo not given)	2	-1	10	-6	1	-4	-2
CCN(CC)CCNC(=O)C(=O)Nc1cc2c3c(c1)CC(=O)N3CCC2	-63	-9	1	4	-4	-3	-1
CC/C(=N\NC(=O)c1ccoc1C)c1ccc(C)o1	1	8	-24	-10	19	-5	3
C[C@@H]1CN([C@@H](C)CO)C(=O)c2cccc(NC(=O)C3CCCCC3)c2O[C@@H]1CN(C)S(=O)(=O)c1cn(C)cn1	.	1	-6	-6	.	.	.
C[C@H]1CN([C@@H](C)CO)C(=O)c2cc(C3=CCCC3)cnc2O[C@@H]1CN(C)C(=O)Nc1ccc(F)cc1	2	-2	-17	-1	6	3	.
CCCNC(=O)Nc1ccc2c(c1)OC[C@@H](C)N(C(=O)C1CC1)C[C@H](C)[C@H](OC)CN(C)C2=O	-8	-17	-34	0	?	6	.
COC(=O)c1c(NC(=O)CSc2nnc(Cn3nnc4ccccc43)n2C)sc(C)c1C	-1	11	.	9	-5	-1	-22
COc1cccc(CN(C)C(=O)c2cc(-c3cccs3)nc3ccccc23)c1	0	14	22	.	-7	-1	0
O=C(COC(=O)CNC(=O)c1ccco1)Nc1ccc(F)cc1	3	16	3	5	-1	1	-10
O=C1CS/C(=N/N=C/c2c[nH]c3ccccc23)N1	-5	-6	-4	-10	-1	-3	.
C=C(C)CSc1nc2c(c(=O)[nH]c(=O)n2C)n1CCC(C)C	0	-63	-21	-7	-6	.	-16
COc1ccc(Oc2ccc(/C=C/C(=O)c3ccc(O)cc3)cc2[N+](=O)[O-])cc1	9	.	57	75*	2	-1	20
Cc1ccc(NC(=O)Nc2ccc3c(c2)OCO3)nc1	-1	-77	-215	-88	5	3	3
CCOc1ccc(S(=O)(=O)Nc2cccc(C(=O)NCCCN3CCOCC3)c2)cc1	-27	2	4	2	12	-6	14
COc1ccc(Nc2nc(C)cc(-c3cc(-c4ccccc4)on3)n2)cc1	-6	21	-44	-11	7	.	2
COc1ccc(CN2CCCC(C(=O)N3CCc4ccccc4C3)C2)cc1OC (stereo not given)	-1	-5	-5	1	1	2	-5
CCC(=O)N1CC2(CCN(C(=O)Nc3ccccc3F)CC2)c2c([nH]c3cc(OC)ccc23)[C@H]1CO	1	3	5	.	-5	2	.
CC(=O)c1ccc(Nc2ccc([N+](=O)[O-])c3nonc23)cc1	2	.	17	-53	-8	2	-2
Cn1c(N)c(C(=O)COC(=O)/C=C/c2ccc(Cl)cc2)c(=O)n(C)c1=O	-1	12	5	1	-1	-10	4
CCCN(C)C[C@H]1OCCCC[C@H](C)Oc2ccc(NC(=O)c3ccccc3)cc2C(=O)N([C@@H](C)CO)C[C@H]1C	-6	6	6	1	?	-2	5
COc1ccc(CNC(=O)C[C@H]2CC[C@H]3[C@H](COc4ccc(NC(C)=O)cc4C(=O)N3C)O2)cc1	1	20	-2	4	1	.	10
CCCNC(=O)Nc1ccc2c(c1)C(=O)N(C)[C@@H]1CC[C@H](CC(=O)NC)O[C@@H]1CO2	.	-5	-10	-2	3	.	-1
COc1cccc(C(=O)NNC(=O)c2sccc2-n2cccc2)c1	3	-23	15	2	0	2	9
O=C(CSc1ccc(Cl)cc1)Nc1ncccn1	-4	-5	-5	0	-7	-6	-9
COc1ccc([N+](=O)[O-])cc1NC(=O)C(C)Sc1ccccc1 (stereo not given)	.	-8	-1	.	.	.	6
COc1ccc(S(=O)(=O)N2CCCC(C(=O)NCc3ccccc3)C2)cc1 (stereo not given)	0	-4	4	12	1	-1	13
CC(C)NC(=O)Nc1ccc2c(c1)C(=O)N([C@H](C)CO)C[C@@H](C)[C@@H](CN(C)S(=O)(=O)c1ccc(Cl)cc1)OCCCC[C@H](C)O2	3	-4	24	3	-16	9	-2
C[C@@H]1CN([C@H](C)CO)C(=O)c2cc(NC(=O)NC3CCCCC3)ccc2O[C@H]1CN(C)Cc1ccc(-c2ccccc2)cc1	2	-12	.	5	0	9	9
O=C(NCc1ccccc1)[C@@H]1CCCN1C(=O)[C@H]1CCCN1C(=O)C1CCCCC1	4	15	-7	-4	3	.	.
Fc1ccc(F)c(CN2CCN(c3ncccn3)CC2)c1	6	-10	.	3	-3	3	-18
COc1ccc(NC(=O)Nc2ccc3c(c2)C(=O)N([C@@H](C)CO)C[C@H](C)[C@H](CN(C)C(=O)C2CCCCC2)OCCCC[C@@H](C)O3)cc1	-4	-3	15	6	19	2	-17
COc1ccccc1-c1cnc2c(c1)C(=O)N([C@@H](C)CO)C[C@H](C)[C@H](CN(C)Cc1cccc(F)c1)O2	-2	5	.	-2	-5	5	4
CC(C)[C@@H]1Cc2[nH]n(C)c(=O)c2[C@H](c2ccc(F)cc2)O1	-2	6	2	-6	-10	-2	.
COc1ccc2[nH]c(=O)c(CN(C(=O)c3cccnc3)c3ccccc3OC)cc2c1	5	-4	.	-1	.	-3	-7
COc1ccc2c(=O)c(C(=O)O)c(-c3ccc4c(c3)OCO4)n(C)c2c1	.	5	-2	.	.	.	6
COc1ccccc1C(=O)OCC(=O)NC12CC3CC(CC(C3)C1)C2	-1	-31	.	-4	-5	1	1

Continued:
SMILES	CASP6 VEID inh	LGR2 antag	PAX8 inh HTS	EWS-Fli block	DENV2 CPE rescue	SIRT5 block	ARNT-TACC3 inh
Cc1ccc(N2C(=O)CC(Sc3nc(C)cc(C)n3)C2=O)cc1 (stereo not given)	2	-1	39	31	-2	-8	-17
O=S(=O)(c1ccccc1)N1CC[C@H]2[C@H](CO)Nc3ccc(-c4ccccc4F)cc3[C@H]21	.	-25	-17	16	.	.	16
Cc1noc(C)c1NC(=O)Nc1ccc2c(c1)C(=O)N([C@@H](C)CO)C[C@H](C)[C@@H](CN(C)Cc1ccc(C(=O)Nc3ccccc3N)cc1)O2	2	-26	-16	-2	-8	-8	.
CC(Sc1nnc(COc2ccc([N+](=O)[O-])cc2)n1C)C(=O)O (stereo not given)	0	6	13	4	1	6	3
CC(C)NC(=O)N(C)C[C@H]1Oc2c(NC(=O)Nc3ccccc3)cccc2C(=O)N([C@H](C)CO)C[C@H]1C	0	-2	9	-6	0	-3	-1
COc1cccc(NC(=O)COC(=O)CCOc2ccccc2OC)c1	3	14	3	-4	1	-2	-3
Cc1nn2c(SCC(=O)c3cccs3)cc(C(C)(C)C)nc2c1-c1ccccc1	-1	9	13	0	.	-1	15
Cc1ccc(-c2ccc3c(c2)O[C@H](CN(C)C(=O)CN(C)C)[C@H](C)CN([C@@H](C)CO)S3(=O)=O)cc1	-2	17	.	-5	-2	4	.
Cc1ccc(CNC(=O)CCC2CCCN(Cc3ccc4cccc(F)c4n3)C2)o1 (stereo not given)	3	-20	28	13	-3	0	.
O=C(N/N=C/c1ccccc1Br)C1CC1	.	2	2	0	10	-1	-5
O=C(NC12CC3CC(CC(C3)C1)C2)c1cccc(OC(F)F)c1	-4	-48	-12	-23	-4	-2	-4
O=C(O)CCC(=O)OCc1c(-c2ccccc2)ncc2ccccc12	-1	-11	34	-1	-2	.	-3
CCOC(=O)n1c(=O)oc2ccccc21	-1	-12	.	-1	5	-5	-24
COCCCn1c(C)cc(C(=O)CN2c3cccc4cccc(c34)S2(=O)=O)c1C	6	-21	-17	-21	0	0	1
CCC(=O)N1CC(=O)N2[C@H](CO)[C@H](c3ccc(-c4ccccc4C)cc3)[C@@H]2C1	0	10	-9	-5	19	-5	.
O=C(C1CCOCC1)N1CC(=O)N2[C@H](CO)[C@@H](c3ccc(Br)cc3)[C@H]2C1	-1	7	-10	-5	3	-4	.
C=C1CC2C(CCC3(C)C2CCC3(O)C(C)=O)C2(C)CCC(=O)C=C12 (stereo not given)	1	39	?	18	-7	-1	-1
Cc1cc([N+](=O)[O-])nn1CC(=O)NCCc1c[nH]c2ccccc12	-1	-3	10	3	-7	-1	-8
COc1cccc(-c2ccc3c(c2)[C@@H]2[C@@H](CCN2C(=O)CN2CCOCC2)[C@H](CO)N3)c1	2	-8	-7	-6	13	-1	-14
